CatG inh = human cathepsin G inhibitors, primary screen, biochemical, pooled compound mixtures, AMC fluorescence; P08311; purified enzyme, AMC-tetrapeptide fluorescence; inhibition, % at 5 µM (by protocol); actives 0.2% (n = 62,000);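 active = inhibition above 20% in each of the two mixture wells holding the compound; inactive = inhibition of 20% or less in either well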;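 also: 0% = enzyme control without mixture and 100% = blank lacking enzyme; strong numbers were not always called active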
Target sequence (P08311 21-244 limits assumed): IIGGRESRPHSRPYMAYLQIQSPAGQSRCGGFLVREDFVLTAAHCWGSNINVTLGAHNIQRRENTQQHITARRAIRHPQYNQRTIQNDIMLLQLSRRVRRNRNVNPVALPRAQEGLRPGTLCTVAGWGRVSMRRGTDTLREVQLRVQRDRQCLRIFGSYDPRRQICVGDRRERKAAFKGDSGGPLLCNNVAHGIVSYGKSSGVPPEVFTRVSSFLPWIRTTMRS
CatS block = inhibitors of human cathepsin S, biochemical, compound mixtures; P25774; recombinant cathepsin S, AMC dipeptide fluorescence, pooled mixtures; inhibition, %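 (tested at 5 µM per compound within 10-compound mixtures)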; actives 0.06% (n = 62,000); in the data active = inhibition above about 32%, passing the limit was not always enough;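 also: 0% = enzyme without compound and 100% = blank without enzyme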
FXIa mix inh = FXIa protease inhibitors in compound pools, primary screen, biochemical, 10-compound mixtures | purified FXIa, fluorogenic substrate, pooled mixtures | actives 0.19% (n = 62,000) | inhibition, % at 5 µM | Coagulation factor XI (Homo sapiens), P03951; in the data active = inhibition above about 20%, passing the limit was not always enough;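 also: each value is inhibition by a whole ten-compound pool holding the compound; 0% = enzyme with no mixture and 100% = wells lacking enzyme; strong numbers were not always called active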
Target sequence (P03951 19-387 limits assumed): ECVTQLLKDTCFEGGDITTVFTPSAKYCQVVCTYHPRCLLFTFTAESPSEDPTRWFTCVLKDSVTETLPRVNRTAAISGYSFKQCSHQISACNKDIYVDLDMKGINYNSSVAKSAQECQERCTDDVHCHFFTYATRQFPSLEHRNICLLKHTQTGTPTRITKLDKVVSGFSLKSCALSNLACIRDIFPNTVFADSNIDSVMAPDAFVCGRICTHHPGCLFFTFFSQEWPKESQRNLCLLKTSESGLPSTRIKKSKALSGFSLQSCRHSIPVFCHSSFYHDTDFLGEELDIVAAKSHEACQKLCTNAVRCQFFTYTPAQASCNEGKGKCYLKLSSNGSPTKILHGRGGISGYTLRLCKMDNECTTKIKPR
Target sequence (P03951 388-625 limits assumed): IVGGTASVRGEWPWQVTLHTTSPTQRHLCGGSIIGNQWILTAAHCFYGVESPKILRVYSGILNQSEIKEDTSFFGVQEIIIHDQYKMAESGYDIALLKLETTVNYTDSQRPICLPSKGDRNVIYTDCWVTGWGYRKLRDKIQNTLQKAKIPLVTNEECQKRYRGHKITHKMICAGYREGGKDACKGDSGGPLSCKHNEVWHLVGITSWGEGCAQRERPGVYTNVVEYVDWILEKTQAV
E coli RNAP = E. coli RNAP inhibitors, biochemical; inhibition, %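 (tested at 10 µM)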; E. coli RNA polymerase, fluorescence transcription assay; DNA-directed RNA polymerase subunit beta (Escherichia coli (strain K12)), P0A8V2; actives 0.2% (n = 62,000); in the data active = inhibition above about 20%;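 also: 0% = enzyme without compound and 100% = no enzyme blank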
AP complement = alternative complement pathway inhibitors, primary screen, biochemical, ELISA, human serum, orthogonally pooled compounds; inhibition, % at 5 µM; actives 0.08% (n = 62,000); LPS-coated ELISA, C3 deposition; tested in compound mixtures;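 active = inhibition above 30% in each of the two pooled mixtures holding the compound, so the lower value exceeds 30%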;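 also: 0% = serum in Mg-EGTA without compound and 100% = EDTA serum blank; some compounds past the cut are filed as inactive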
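Assay system: human serum alternative complement pathway, C3 deposition on LPS-coated wells; Dosing: 5 µM per compound in ten-compound mixtures; Detection: Anti-C3 ELISA, OD 450 nm; Buffer or medium: Mg2+-EGTA GVB++ buffer containing human serum at 1:15 dilution; Timing: 1 h at 37 °C; Replication: two different pools per compound.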
CatB inh = human cathepsin B inhibitors, primary screen, biochemical, fluorogenic substrate. purified cathepsin B, fluorescence. inhibition, %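 (tested at 10 µM)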. actives 0.1% (n = 63,000); in the data active = inhibition above about 21%;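 also: 0% = enzyme with no compound and 100% = no enzyme blank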
C1s block = complement C1s protease inhibitors, primary screen, biochemical, 10-compound mixtures. purified C1s, fluorogenic AMC substrate, pooled mixtures. mean inhibition % of two 10-compound mixtures (hits give high values), % at 5 µM (by protocol). actives 0.16% (n = 62,000). AID 538, 2006;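 active = inhibition above 20% in each of the two 10-compound mixture wells holding the compound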;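 also: 0% = enzyme wells lacking compound mixture and 100% = no-enzyme blank wells; some compounds called inactive have numbers as strong as hits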
CatL inh = inhibitors of human cathepsin L, biochemical | inhibition, %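 (tested at 10 µM)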 | Procathepsin L (Homo sapiens), P07711 | AID 460, 2006 | actives 0.17% (n = 58,000) | purified cathepsin L, fluorogenic substrate, fluorescence; in the data active = inhibition above about 45%;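 also: 0% = enzyme with no compound and 100% = no enzyme blank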
Target sequence (P07711 114-288 limits assumed): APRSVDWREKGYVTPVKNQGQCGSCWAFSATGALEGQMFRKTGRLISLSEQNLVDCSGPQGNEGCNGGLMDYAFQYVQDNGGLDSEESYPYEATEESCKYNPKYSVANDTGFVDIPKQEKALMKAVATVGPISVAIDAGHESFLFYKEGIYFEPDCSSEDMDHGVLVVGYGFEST
Target sequence (P07711 292-333 limits assumed): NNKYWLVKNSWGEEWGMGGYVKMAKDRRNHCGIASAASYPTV
CatB mix inh = cathepsin B inhibitors from pooled compounds, primary screen, biochemical, compound mixtures, AMC fluorescence; actives 0.06% (n = 62,000); Purified cathepsin B, AMC dipeptide fluorescence; inhibition, %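 (ten-compound pools at 5 µM per compound and 50 µM total)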; P07858; in the data active = inhibition above about 22%, passing the limit was not always enough;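 also: 0% = enzyme without compound and 100% = no enzyme blank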
Numbers without * were called inactive; · = no result given. The list is partial; count on the stated rates, not on these rows.

SMILES	CatG inh	CatS block	FXIa mix inh	E coli RNAP	AP complement	CatB inh	C1s block	CatL inh	CatB mix inh
Cn1c(=O)c2c(nc(CN3CCN(CCO)CC3)n2Cc2ccccc2Cl)n(C)c1=O	-2	-12	6	4	16	0	0	21	2
Clc1cccc2sc(N3CCN(c4ccccc4)CC3)nc12	9	-4	4	3	16	0	9	-5	4
Cc1ccc(C(c2nnnn2CC2CCCO2)N2CCN(c3cccc(C)c3C)CC2)cc1 (centres undefined)	7	5	17	4	15	10	13	16	2
COc1ccc(OC)c(-c2nc(C(N)=O)c3[nH]c(=O)n(-c4ccc(F)cc4)c3n2)c1	-1	-5	13	15	7	1	4	-6	3
COc1ccc(OCCC(=O)OCC(=O)NCc2ccco2)cc1	-3	6	-1	7	5	0	-21	18	4
CCOc1ccc(-c2nn3c(-c4ccccc4)nnc3s2)cc1	-4	-3	3	2	6	-6	-14	-5	5
CC1CC(C)CN(C(=O)COc2ccc(-c3nnco3)cc2)C1 (centres undefined)	10	-6	-3	5	8	2	0	·	1
O=C(Nc1nc(-c2ccccc2)cs1)c1ccc(Br)o1	10	0	8	7	14	0	8	11	6
Cc1ccc(/C(O)=C2\C(=O)C(=O)N(CC(C)O)C2c2ccc(N(C)C)cc2)cc1 (centres undefined)	4	9	7	-1	10	1	0	11	-2
CCOCCn1c(CN2CCN(C)CC2)nc2c1c(=O)n(C)c(=O)n2C	7	-7	-3	2	15	1	-1	0	3
COc1nc(Oc2ccc(=O)n(C)n2)nc(N(C)C)n1	11	2	6	9	0	3	9	5	5
Cc1ccc(C)n1CCN1CCN(CC(=O)Nc2cc(C(F)(F)F)ccc2Cl)CC1	-2	-13	8	-4	23	-4	-1	-6	-2
COc1ccc(S(=O)(=O)N2CCN(CC(=O)Nc3cccc(F)c3)CC2)cc1	-2	4	-1	-1	9	0	-24	0	-2
Cc1ccc(C2(C)NC(=O)N(CC(=O)Nc3ccc4c(c3)OCO4)C2=O)cc1 (centres undefined)	2	0	-4	3	1	2	-13	2	-2
COc1ccccc1NC(=O)C1=C(C)NC2=C(C(=O)CCC2)C1c1ccc2c(c1)OCO2 (centres undefined)	6	2	7	5	7	-1	-1	-5	1
O=C(c1cccc2c1-c1ccccc1/C2=N/O)N1CCCCC1	7	29	-2	-1	14	1	-83	·	40
Cc1ccc2ncccc2c1NS(=O)(=O)c1ccccc1	7	-8	5	4	13	6	11	·	-1
COC(=O)c1cc(=O)n(Cc2cccs2)c(=NCc2cccs2)s1	-1	0	-2	7	6	2	-10	9	-1
OC(CNCC1COc2ccccc2O1)COCc1cccs1 (centres undefined)	11	5	19	4	0	5	9	-1	3
O=C(Nc1cccnc1N1CCOCC1)c1cc2ccccc2oc1=O	-2	-2	4	7	12	-2	-2	10	4
O=C(NCc1ccc2c(c1)OCO2)C1CCN(S(=O)(=O)c2cccc3nsnc23)CC1	10	0	6	2	15	2	14	-1	4
Cc1c(CN2CCN(c3cccc(C(F)(F)F)c3)CC2)c(=O)n(-c2ccccc2)n1C	-4	-2	3	6	23	-6	-9	-6	3
Cc1cccc(-c2nc(CS(=O)CC(=O)N3CCc4ccccc4C3)c(C)o2)c1 (centres undefined)	3	5	1	9	8	-1	7	12	-3
Cc1ccc2oc(=O)c3cnn(CC(=O)NC4CCCCC4C)c3c2c1 (centres undefined)	10	12	5	6	3	2	13	6	4
CCOC(=O)c1c(C)oc2c1c(C=NC1CCS(=O)(=O)C1)c(O)c1ccccc12 (centres undefined)	-3	2	14	-1	17	2	-11	8	-1
SMILES	CatG inh	CatS block	FXIa mix inh	E coli RNAP	AP complement	CatB inh	C1s block	CatL inh	CatB mix inh
CCN1CCN(Cc2cc(=O)oc3ccc(Cl)cc23)CC1	12	0	7	5	18	-1	17	-5	2
Brc1ccc(-c2nc3ccccc3s2)s1	7	-2	0	2	15	-2	-7	-4	4
COc1ccc(NC(=O)C2CCN(C(=O)c3ccccc3)CC2)c(OC)c1	32	-2	8	1	16	1	8	2	0
Cc1cc(OCC(=O)C(C)(C)C)c2c(C)c(C)c(=O)oc2c1	9	5	-9	2	5	-7	-3	·	-2
Cc1cc(NC(=O)c2cc3ccccc3o2)cc(C)c1OCC(=O)N1CCOCC1	-37	17	2	8	-5	5	4	31	4
COc1ccc(-c2[nH]c(-c3ccc(F)cc3)nc2SCC(=O)NCc2ccco2)cc1OC	6	-4	0	2	11	3	0	6	1
Cc1ccc(-c2nn(-c3ccccc3)cc2C(=O)N2CCOCC2)cc1	10	16	3	8	5	7	12	-5	7
O=C(c1ccco1)N1CCN=C1SCc1ccc(F)cc1	-1	-16	6	1	20	-1	3	·	2
O=C(NC(NCCCN1CCOCC1)(C(F)(F)F)C(F)(F)F)C1CCCCC1	12	6	13	13	-1	3	13	-4	3
COc1cccc(N2C(=O)C3CCCN3C2c2ccc(N(C)C)cc2)c1 (centres undefined)	13	-3	9	6	29	5	16	8	6
CCc1ccc2c(CN(CC)Cc3nc4ccccc4c(=O)[nH]3)cc(=O)oc2c1	8	5	4	4	3	5	12	12	6
O=c1[nH]n(-c2ccccc2)c(=O)c2ccccc12	-2	5	1	-2	10	5	-1	-6	2
COc1ccccc1N1CCN(C(=O)c2ccccc2Oc2ccccc2)CC1	5	-4	-2	9	27	5	-36	4	2
CCN1CCN(c2cc(=O)n(C3CCCCC3)c(=O)[nH]2)CC1	2	-1	-7	3	11	3	-51	-9	-1
Cn1c(CSCc2ccc(Cl)c(Cl)c2)nnc1SCC(=O)Nc1nccs1	11	0	6	11	9	3	14	5	4
O=C(Oc1ccccc1)c1cccc(N2C(=O)CCC2=O)c1	16	-3	7	7	16	2	16	-4	5
CC(=O)Nc1ccc(S(=O)(=O)N2CCN(c3cc(C)nc4ccccc34)CC2)cc1	7	-3	0	2	3	1	-6	7	-9
Nc1ccc(Sc2nnnn2-c2ccccc2)c(Cl)c1	13	-7	4	6	-3	1	11	-4	1
Nc1nonc1-c1noc(N2CCCCC2)n1	5	0	7	3	8	24*	2	36	6
COc1nc(NCc2cccnc2)nc(OC)n1	8	-7	7	4	16	-1	11	-13	2
COc1ccc(-c2onc(C)c2-c2ccccc2)c(O)c1	13	7	7	7	8	1	-7	-3	3
O=S(=O)(c1ccccc1)c1nc(-c2cccs2)oc1NCC1CCCO1 (centres undefined)	-12	10	-6	-16	-4	8	-9	-3	5
COc1ccc(NC(=O)C2CCCN2S(=O)(=O)c2ccc3c(c2)CCC(=O)N3)cc1Cl (centres undefined)	0	-6	6	5	18	0	-5	-3	5
c1ccn(-c2ncnc3sc4c(c23)CCCC4)c1	2	2	8	-2	-9	·	1	-4	0
CN(C)CCCNC(=O)CC(c1ccc(F)cc1)c1ccco1 (centres undefined)	14	8	5	8	0	-6	9	-2	-1

Marked active in CatB inh (from the list above):
SMILES	CatG inh	CatS block	FXIa mix inh	E coli RNAP	AP complement	CatB inh	C1s block	CatL inh	CatB mix inh
Nc1nonc1-c1noc(N2CCCCC2)n1	5	0	7	3	8	24*	2	36	6

Some of the entries above in a different format:
SMILES | CatG inh | CatS block | FXIa mix inh | E coli RNAP | AP complement | CatB inh | C1s block | CatL inh | CatB mix inh
CCN1CCN(Cc2cc(=O)oc3ccc(Cl)cc23)CC1 | 12 | 0 | 7 | 5 | 18 | -1 | 17 | -5 | 2
Brc1ccc(-c2nc3ccccc3s2)s1 | 7 | -2 | 0 | 2 | 15 | -2 | -7 | -4 | 4
COc1ccc(NC(=O)C2CCN(C(=O)c3ccccc3)CC2)c(OC)c1 | 32 | -2 | 8 | 1 | 16 | 1 | 8 | 2 | 0

Continued:
SMILES	CatG inh	CatS block	FXIa mix inh	E coli RNAP	AP complement	CatB inh	C1s block	CatL inh	CatB mix inh
Cc1nnc(N2CCN(c3ccccc3)CC2)[nH]c1=O	4	-14	0	11	7	2	-31	6	2
CCOC(=O)CCCNC(=O)c1cncc(Br)c1	15	-3	7	9	-8	2	15	·	-4
CCOC(=O)Cc1csc(NC(=O)CN(C)S(=O)(=O)c2cccc3cccnc23)n1	8	9	3	7	6	1	12	6	-2
CCCSc1nnc(Cn2c(=O)sc3ccccc32)n1-c1ccccc1	6	5	-4	2	2	1	-4	12	0
O=C(Cc1ccccc1)Nc1ccc2oc(-c3ccncc3)nc2c1	7	0	-2	2	12	1	-5	·	-5
Cc1ccc(NC(=O)N2CCC(C(=O)NCC(C)C)CC2)cc1	-16	-18	-37	13	-9	6	-8	28	-13
CCOC(=O)CC(=O)Nc1ccc(C(=O)OCC)cc1	-2	-4	-4	5	10	0	-44	-4	3
CC(C)(C)c1nnc2sc(SCC(=O)c3cccs3)nn2c1=O	-5	-3	6	-1	-2	-1	-15	3	-3
O=C(Nc1ccc2nc(-c3ccco3)[nH]c2c1)c1ccco1	14	0	-1	8	10	3	21	-2	5
Cc1cc2c3nonc3ccc2n1C	-23	1	-16	-1	-20	3	-35	-5	9
COc1ccc(-c2noc(CSc3ccccc3)n2)cc1OC	0	-2	2	8	-10	0	5	12	0
O=C(CSc1nnnn1-c1ccc2c(c1)OCCO2)OC1CCCCC1	-1	-6	11	-4	15	2	-10	·	0
CC(O)[C@H](NC(=O)C1(c2ccccc2)CCN(C(=O)OC(C)(C)C)CC1)C(=O)O (some centres undefined)	-5	-1	3	5	8	2	1	4	0
COc1ccccc1CC1(C)NC(=O)N(CC(=O)N2CCc3ccccc3C2)C1=O (centres undefined)	4	-7	2	1	9	3	2	-5	2
CCOC(=O)N1CCN(C(=O)CN(c2cccc(C(F)(F)F)c2)S(=O)(=O)c2ccccc2)CC1	5	0	10	6	21	-7	8	0	10
O=C(NC1CCCCC1)C(c1ccco1)N(Cc1cccs1)C(=O)Cn1nnc2ccccc21 (centres undefined)	5	-6	17	4	-7	0	12	-3	2
COC(=O)c1ccc(NS(=O)(=O)N(C)C)cc1	-7	7	-5	6	13	2	-109	13	2
COc1cccc(C(c2nnnn2CCc2ccccc2)N2CCN(c3ccccc3)CC2)c1OC (centres undefined)	7	-1	6	1	6	0	7	-6	4
CCOC(=O)c1cc2occc2n1CC(=O)N1CCCc2ccccc21	14	2	7	9	2	1	17	-2	6
CCOC(=O)c1cccc(NC(=O)CCn2nnc3ccccc32)c1	14	-2	5	7	9	4	16	0	4
Cc1ccc(S(=O)(=O)Cn2nnnc2C(CC(C)C)N2CCN(C(=O)c3ccco3)CC2)cc1 (centres undefined)	12	-10	4	9	9	-1	-5	7	1
CC1CCCC(NC(=O)CSc2nccn2C)C1C (centres undefined)	-1	13	4	-2	24	3	-1	·	-1
O=C1CCCc2c1cc(C(=O)Nc1ccc(Br)cn1)c(=O)n2-c1ccccc1	0	2	5	1	8	6	-25	·	0
CCCn1c(SCC(=O)NCCc2ccc(Cl)cc2Cl)n[nH]c1=O	8	-6	10	1	12	2	13	6	1
COc1cccc(N(C(=O)CNC(=O)c2ccco2)C(C(=O)NC2CCCCC2)c2ccncc2)c1 (centres undefined)	8	6	16	6	6	2	5	-2	3
c1ccc(Cn2ccnc2-c2ccco2)cc1	-2	-5	2	8	6	2	-2	-2	4
COC(=O)C1C2C=CC3(CN(c4cccc(Cl)c4)C(=O)C13)O2 (centres undefined)	11	-6	3	5	17	5	25	15	3
O=C(Nc1c(F)cc(F)cc1Br)C1CCCO1 (centres undefined)	1	2	5	4	16	-4	-31	-1	9
Cc1n[nH]c(C)c1S(=O)(=O)N1CCCC(C(=O)Nc2ccc3c(c2)OCCO3)C1 (centres undefined)	6	7	-1	6	0	4	-1	14	2

Screening results deposited in PubChem by PCMD.
